# LYPLA1 inh: LYPLA1 (human) inhibition in PME1 counter-screen; recombinant LYPLA1, FP-Rh probe fluorescence polarization; actives 0.16% (n = 320,000); inhibition, % at 5.9 µM; AID 2174; O75608;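 active = inhibition above the mean of all tested compounds plus 3 SD, set per campaign, cut at about 14% in these data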;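 also: inhibitors block serine hydrolase probe labeling of LYPLA1 so polarization falls; 0% = enzyme with DMSO and 100% = wells lacking LYPLA1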
# LYPLA2 counter: counter-screen for PME1 inhibitors: inhibitors of human LYPLA2; inhibition, % at 5.9 µM; recombinant LYPLA2, FP-Rh probe fluorescence polarization; actives 0.38% (n = 320,000); AID 2177;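 active = inhibition above the screen-wide mean plus 3 SD, limit set per campaign, cut at about 26% in these data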;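 also: 0% = LYPLA2 with DMSO and 100% = wells lacking LYPLA2 enzyme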
# PAFAH1B3 FP inh: blocks human PAF acetylhydrolase 1B catalytic subunit 3; Q15102; recombinant PAFAH1B3, FP-rhodamine probe, fluorescence polarization; inhibition, % at 3.39 µM; actives 0.28% (n = 340,000); AID 492972;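 active = inhibition above the screen-wide average of all tested compounds plus 3 SD, cut at about 25% in these data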;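 also: 0% = enzyme with DMSO only and 100% = wells lacking PAFAH1B3 protein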
# pPAFAH inh: inhibitors of human plasma PAF acetylhydrolase (pPAFAH). Q13093. recombinant pPAFAH, FP-rhodamine probe fluorescence polarization. inhibition, % at 3.39 µM. actives 1.5% (n = 330,000). AID 463082;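 active = inhibition above the mean inhibition across the screen plus 3 SD, cut at about 25% in these data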;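 also: inhibitors block binding of the rhodamine activity-based probe so polarization drops; 0% = enzyme with DMSO and 100% = wells lacking pPAFAH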
# PAFAH2 inh: inhibitors of human PAFAH2; recombinant PAFAH2, FP-rhodamine activity probe, fluorescence polarization; Q99487; actives 0.99% (n = 340,000); inhibition, % at 3.39 µM;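 active = inhibition above the mean over all tested compounds plus 3 SD, cut at about 30% in these data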;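 also: inhibitors block probe labeling of enzyme so polarization drops; 0% = enzyme with DMSO and 100% = wells lacking PAFAH2 protein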
# EBNA-1 inh: blocks EBNA-1 binding to DNA; EBNA-1 DNA binding, fluorescence polarization; inhibition, % at 14.8 µM; actives 0.34% (n = 300,000); AID 1950; in the data active = inhibition above about 28%
# ZTA counter: ZTA (EBV) inhibition in EBNA-1 counter-screen; AID 2234; actives 0.15% (n = 320,000); ZTA-DNA binding, fluorescence polarization; inhibition, % at 11 µM; in the data active = inhibition above about 33%
# PREPL inhibitor: inhibits the human prolyl oligopeptidase-like enzyme | inhibition, % at 5.96 µM | actives 0.68% (n = 320,000) | recombinant PREPL, fluorescence polarization activity-based probe | Q4J6C6; in the data active = inhibition above about 43%;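 also: 0% = enzyme with DMSO and 100% = wells lacking enzyme; many of its hits are not listed in these tables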
# Target sequence (Q4J6C6 whole entry, looked up): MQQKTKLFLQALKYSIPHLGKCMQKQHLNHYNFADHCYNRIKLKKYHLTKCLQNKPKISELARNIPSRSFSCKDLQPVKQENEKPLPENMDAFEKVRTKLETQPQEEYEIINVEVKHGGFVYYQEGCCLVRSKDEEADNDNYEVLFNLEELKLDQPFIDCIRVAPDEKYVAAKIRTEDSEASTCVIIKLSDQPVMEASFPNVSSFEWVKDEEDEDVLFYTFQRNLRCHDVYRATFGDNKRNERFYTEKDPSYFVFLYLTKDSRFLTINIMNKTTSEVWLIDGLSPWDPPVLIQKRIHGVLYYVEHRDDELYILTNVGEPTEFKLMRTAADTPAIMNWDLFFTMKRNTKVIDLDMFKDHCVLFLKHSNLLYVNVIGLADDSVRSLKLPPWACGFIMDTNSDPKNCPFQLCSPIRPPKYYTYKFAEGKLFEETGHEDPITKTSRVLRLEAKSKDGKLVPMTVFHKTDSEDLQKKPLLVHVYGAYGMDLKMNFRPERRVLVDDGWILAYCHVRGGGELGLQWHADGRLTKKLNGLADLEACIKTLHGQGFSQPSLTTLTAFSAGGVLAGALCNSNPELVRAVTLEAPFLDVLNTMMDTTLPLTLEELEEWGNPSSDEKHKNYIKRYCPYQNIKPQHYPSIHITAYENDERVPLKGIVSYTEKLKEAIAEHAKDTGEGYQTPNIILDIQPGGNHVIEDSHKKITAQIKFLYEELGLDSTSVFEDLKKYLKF
# PAFAH1B2 FP inh: blocks human PAF acetylhydrolase 1b catalytic subunit 2 | P68402 | recombinant PAFAH1B2, FP-rhodamine activity probe, fluorescence polarization | inhibition, % at 3.39 µM | actives 1.2% (n = 340,000) | AID 492953;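 active = inhibition above the mean of all tested compounds plus 3 SD, cut at about 24% in these data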;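 also: 0% = enzyme with DMSO and 100% = wells lacking PAFAH1B2; many of its hits are not listed in these tables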
# Target sequence (P68402 whole entry, looked up): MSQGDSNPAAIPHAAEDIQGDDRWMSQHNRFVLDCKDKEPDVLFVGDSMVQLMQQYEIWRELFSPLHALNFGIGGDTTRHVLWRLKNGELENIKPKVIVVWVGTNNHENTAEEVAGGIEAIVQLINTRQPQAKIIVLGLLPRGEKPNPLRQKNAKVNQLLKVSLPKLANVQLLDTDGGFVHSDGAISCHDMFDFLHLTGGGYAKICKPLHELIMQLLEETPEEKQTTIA
# * marks the source's active call; other numbers are inactive results; / = no result given.
SMILES,LYPLA1 inh,LYPLA2 counter,PAFAH1B3 FP inh,pPAFAH inh,PAFAH2 inh,EBNA-1 inh,ZTA counter,PREPL inhibitor,PAFAH1B2 FP inh
COc1ccc(S(=O)(=O)N2CCCCC2)cc1NC(=O)c1ccc(=O)[nH]c1,-3,-4,14,-2,5,-1,15,1,4
Cc1ccc(S(=O)(=O)N2CCN(CC(=O)N3CCCC3)CC2)c(C)c1,/,/,-6,10,4,/,/,8,-6
CCc1ccc(N2C(=O)CC(c3ccc(F)cc3)C3=C2COC3=O)cc1 (stereo unspecified),-1,1,3,3,-4,-1,5,-1,5
Cc1ccc(S(=O)(=O)N(C)C[C@@H]2Oc3c(NC(=O)C4CC4)cccc3C(=O)N([C@@H](C)CO)C[C@@H]2C)cc1,/,/,11,2,3,/,/,12,9
COc1c(C)cc(C(=O)C2CCCN(C(=O)c3ccc4[nH]ccc4c3)C2)cc1C (stereo unspecified),3,7,6,2,-1,-5,-22,2,2
Cc1cccc(Nc2nc(NCc3ccco3)c3ccccc3n2)c1,-7,-8,10,3,-8,-12,17,29,2
Cc1ccc(F)c(CNC(=O)C2CCC(=O)N(CCCN3CCCC3=O)C2)c1F (stereo unspecified),0,-5,10,4,5,11,0,6,1
NC(=O)C1CCN(C(=O)CSc2ncccn2)CC1,0,-3,2,3,0,1,-6,3,3
O=C(CCCOc1ccccc1)Nc1ccccc1C(F)(F)F,-1,4,1,1,-9,2,4,0,6
O=C(Cn1c(=O)oc2cc(S(=O)(=O)N3CCCCC3)ccc21)N1CCc2ccccc21,0,6,6,7,2,5,12,5,4
CCCn1cc(S(=O)(=O)c2ccccc2)c(=O)c2cc(F)c(N3CCN(C)CC3)cc21,0,8,5,1,-3,-6,-7,2,2
CCCCC(CCC(=O)Nc1ccc(C(=O)OC)cc1)C(=O)O (stereo unspecified),0,0,9,0,12,-10,-5,10,1
CC(=O)C1C(c2ccccc2Cl)NC(=O)NC1(O)C(F)(F)F (stereo unspecified),2,5,7,0,-7,7,-4,5,2
COc1ccc(C)cc1N(CC(=O)Nc1ccc2c(c1)OCCO2)S(C)(=O)=O,-1,-3,-5,0,9,-4,6,4,-1
Cc1ccc(CN(C)C(=O)c2cc(S(=O)(=O)N3CCOCC3)ccc2F)o1,/,/,0,1,0,/,/,7,-2
CNc1ccc(C2(O)C(=O)c3ccccc3C2=O)cc1,0,8,7,-5,8,-7,2,1,2
Cc1ccc(C(=O)Nc2ccc(CC(=O)O)cc2)o1,4,9,0,7,4,3,-4,8,0
C=CCn1c(Cc2c[nH]c3ccccc23)n[nH]c1=S,3,4,0,4,4,6,-17,3,1
Cc1ccc(-n2nc3cc(C)c(NC(=S)NC(=O)/C=C/c4ccco4)cc3n2)cc1,3,14,-2,8,-10,6,-5,1,-3
Cc1cc(=O)n2cc(-c3ccccc3)nc2[nH]1,3,10,4,-5,-1,-2,-7,15,8

# Reformatted with bars between the fields: entries from further up
Structure | LYPLA1 inh | LYPLA2 counter | PAFAH1B3 FP inh | pPAFAH inh | PAFAH2 inh | EBNA-1 inh | ZTA counter | PREPL inhibitor | PAFAH1B2 FP inh
COc1ccc(S(=O)(=O)N2CCCCC2)cc1NC(=O)c1ccc(=O)[nH]c1 | -3 | -4 | 14 | -2 | 5 | -1 | 15 | 1 | 4
Cc1ccc(S(=O)(=O)N2CCN(CC(=O)N3CCCC3)CC2)c(C)c1 | / | / | -6 | 10 | 4 | / | / | 8 | -6

# Part of the list above, with each value named:
structure: Cc1ccc(C(=O)Nc2ccc(CC(=O)O)cc2)o1
  LYPLA1 inh = 4; LYPLA2 counter = 9; PAFAH1B3 FP inh = 0; pPAFAH inh = 7; PAFAH2 inh = 4; EBNA-1 inh = 3; ZTA counter = -4; PREPL inhibitor = 8; PAFAH1B2 FP inh = 0

structure: C=CCn1c(Cc2c[nH]c3ccccc23)n[nH]c1=S
  LYPLA1 inh = 3; LYPLA2 counter = 4; PAFAH1B3 FP inh = 0; pPAFAH inh = 4; PAFAH2 inh = 4; EBNA-1 inh = 6; ZTA counter = -17; PREPL inhibitor = 3; PAFAH1B2 FP inh = 1

# The results go on.
SMILES,LYPLA1 inh,LYPLA2 counter,PAFAH1B3 FP inh,pPAFAH inh,PAFAH2 inh,EBNA-1 inh,ZTA counter,PREPL inhibitor,PAFAH1B2 FP inh
COCCOC(=O)C1=C(C)NC(=O)NC1/C=C/c1ccccc1 (stereo unspecified),2,7,-2,7,-5,-1,13,1,3
CC(=O)c1c(C)c(C)c2n1CCn1c(C)ccc1-2,-2,0,-2,-4,0,-12,-12,9,0
O=C(COc1ncnc2scc(-c3ccccc3)c12)NC1CCCc2ccccc21 (stereo unspecified),2,6,-1,7,-3,2,-8,-21,-1
O=S1(=O)N=C(N=Nc2c(O)[nH]c3ccccc23)c2ccccc21,-4,6,9,4,14,8,8,3,6
Cc1ccc(-c2nn3c(C)nnc3s2)cc1NC(=O)c1ccc(Br)o1,-3,-3,18,-7,3,-6,-13,-1,9
CCCN1CCN(C(=O)C(C)n2nc(C)c3sc4ccccc4c3c2=O)CC1 (stereo unspecified),1,0,9,-1,0,-4,10,-4,3
CCCOc1ccc(Cc2c(O)nc(N)[nH]c2=O)cc1C,0,-1,14,-1,-11,-2,-1,-3,2
CS(=O)(=O)Cc1cccc(C(=O)NN(c2ccccc2)c2ccccc2)c1,3,-1,3,8,-8,7,7,4,-2
Cc1ccc(-c2csc3ncn(Cc4ccc(C(=O)O)cc4)c(=O)c23)cc1C,-4,5,17,1,4,-12,-18,-24,2
Cc1cc(C=O)c(C)n1-c1cc(C(F)(F)F)ccc1N1CCOCC1,-1,-1,-10,10,-6,-1,9,8,0
Cc1cc(C)cc(OCC(=O)O/N=C(\N)c2ccccn2)c1,-3,1,2,1,-3,-5,-19,-3,4
CC(C)CNC(=O)c1cccc(NC(=O)c2ccco2)c1,0,1,8,2,1,13,16,0,4
CCCNC(=O)N1c2ccccc2Sc2ccccc21,2,-3,8,3,-1,-4,-1,5,2
COc1ccc(-c2nnn(CC#N)n2)cc1OC,0,-8,-1,2,5,-9,0,20,3
COc1cccc(C2CCCN2Cc2nc(CC3CC3)no2)c1 (stereo unspecified),-6,-9,7,6,1,-7,0,1,4
NC(=O)CCN(Cc1ccccc1)S(=O)(=O)c1ccccc1,-3,2,-3,1,-4,6,5,-2,3
CCOC(=O)c1c(C)nc2c(c1-c1ccccc1)C(=O)c1ccccc1-2,3,6,10,7,6,-22,-11,10,1
CCN(C[C@H]1N[C@@](C)(C(=O)OC)[C@H]2C(=O)N(Cc3ccccc3)C(=O)[C@@H]12)S(=O)(=O)c1ccc(C)cc1,/,/,5,1,4,/,/,8,4
O=C(C1=C(O)C(=O)N(CCOCCO)C1c1ccccn1)c1cccs1 (stereo unspecified),0,0,8,3,8,-4,11,-1,0
CCOC(=O)C1(S(=O)(=O)c2ccccc2)CCN(Cc2ccc(Cl)cc2)CC1,2,10,8,9,6,-11,-16,-10,11
C/C(N)=C(/C#N)C(=O)CSc1nnc(-c2ccccc2Br)o1,-4,-6,3,-1,4,15,11,-10,0
COc1ccc(N(CC(=O)N2CCC(C(N)=O)CC2)S(=O)(=O)c2ccccc2)cc1,0,0,3,1,-6,2,-9,-4,1
CCOc1ccc(NC(=O)c2ccc(NC(=O)CSc3nc4ccccc4c(=O)[nH]3)cc2)cc1,-1,1,2,0,-3,6,-3,-4,-5
COc1cc2c(cc1OC)CN(Cc1nc3ccsc3c(=O)[nH]1)CC2,-2,2,5,7,3,-1,6,5,0
O=C(NC(=O)c1ccccc1F)Nc1nc(-c2cccs2)cc(C(F)(F)F)n1,2,-7,5,1,-2,-7,-2,-5,5
O=C(NC1CCCC1)c1ccc2nc(-c3ccco3)c(-c3ccco3)nc2c1,-12,-9,14,68*,38*,14,13,62*,16
COc1ccc2c(c1OC)CCC2=O,3,14,-7,1,4,-5,13,19,1
CS(=O)(=O)c1ccc(C(=O)OCC(=O)Nc2cccc(S(=O)(=O)N3CCCC3)c2)cc1,-1,-5,3,-2,-2,1,5,-18,-1
O=C(NCCc1nc2ccccc2[nH]1)c1cccc(Br)c1,1,-2,3,4,-8,4,10,1,-2
Cc1cccc(N2CCN(C(=O)c3cc4n(n3)C(C(F)(F)F)CC(c3ccco3)N4)CC2)c1C (stereo unspecified),-1,-9,4,34*,7,-14,8,18,3
O=C(NCc1ccccc1Cl)c1cc([N+](=O)[O-])ccc1Cl,0,-6,9,1,-9,-16,0,7,3
CCNC(=O)NC(=O)C(C)OC(=O)C(C)(C)Oc1ccc(Cl)cc1 (stereo unspecified),-4,0,0,-1,-8,-4,6,-4,9
COc1cc(NC(=O)c2ccc3c(c2)OCO3)ccc1NC(=O)c1cccs1,-5,3,9,5,5,8,-1,6,-5
COc1ccc(/C=N/NC(=O)CCNc2n[nH]c(=O)[nH]c2=O)c(OC)c1,-2,-8,2,-4,-4,-10,-9,15,5
Cc1ccc(-n2ncc(C(=O)NC3CC3)c2C2CCN(C(=O)OC(C)(C)C)CC2)c(C)c1,-1,3,2,0,-3,-13,-10,-45,9
CCCc1cc(-n2ccnc2C)n2c(nc3ccccc32)c1C#N,3,1,3,1,-1,-11,-19,4,1
C/C(N)=C(/C#N)C(=O)COC(=O)CC12CC3CC(CC(C3)C1)C2,-3,-1,0,6,3,1,14,-3,24
CC1CN(c2nc3ccccc3nc2C(C#N)C(=O)NC2CCCCC2)CC(C)O1 (stereo unspecified),-2,6,/,2,/,3,-3,0,/
CCCS(=O)(=O)c1snnc1C,5,5,5,2,0,4,-29,6,2
CC1C(=O)NN=C1C(=O)N/N=C\c1ccc(O)cc1O (stereo unspecified),0,-5,8,0,-4,-17,-3,-5,4
COc1ccccc1-c1nc(-c2ccccc2)nc(N2CCN(C)CC2)c1C#N,-3,-2,7,5,-2,9,10,5,3

# Compound profiles, from the list above. Order of screens: LYPLA1 inh	LYPLA2 counter	PAFAH1B3 FP inh	pPAFAH inh	PAFAH2 inh	EBNA-1 inh	ZTA counter	PREPL inhibitor	PAFAH1B2 FP inh
# Cc1ccc(-c2csc3ncn(Cc4ccc(C(=O)O)cc4)c(=O)c23)cc1C is entered as -4	5	17	1	4	-12	-18	-24	2
# Cc1cccc(N2CCN(C(=O)c3cc4n(n3)C(C(F)(F)F)CC(c3ccco3)N4)CC2)c1C (stereo unspecified) is entered as -1	-9	4	34*	7	-14	8	18	3
# CCCOc1ccc(Cc2c(O)nc(N)[nH]c2=O)cc1C is entered as 0	-1	14	-1	-11	-2	-1	-3	2
# CS(=O)(=O)Cc1cccc(C(=O)NN(c2ccccc2)c2ccccc2)c1 is entered as 3	-1	3	8	-8	7	7	4	-2
# CC1CN(c2nc3ccccc3nc2C(C#N)C(=O)NC2CCCCC2)CC(C)O1 (stereo unspecified) is entered as -2	6	/	2	/	3	-3	0	/

# A portion of the library (hit frequency here may not be typical).
